SRC3 TRFRET art: TR-FRET artefact, counter-screen to PPARgamma/SRC-3 agonist assay. 0.39% of 99,000 active. PPARgamma/SRC-3 format; active compounds read high. AID 1048. TR-FRET ratio at 8 µM; in the data active = TR-FRET ratio above about 2000; note: inactives centre near 1600; reference of the scale not given here
SRC1 TRFRET art: flags TR-FRET format artefacts in PPARgamma SRC-1 recruitment agonist screen | TR-FRET detection artefact counter-screen, emission ratio; active compounds read high | 0.34% of 99,000 active | AID 1051 | TR-FRET ratio at 8 µM; in the data active = TR-FRET ratio above about 2300; note: inactives centre near 1800; reference of the scale not given here
* marks the source's active call; other numbers are inactive results. The list is partial, so the mix of outcomes need not match the whole.

Below each SMILES: SRC3 TRFRET art, SRC1 TRFRET art
- CCc1cccc2c(C(=O)COC(=O)c3cccc(S(=O)(=O)N(C)C4CCCCC4)c3)c[nH]c12
    1369, 1622
- Cc1onc(-c2ccccc2)c1C(=O)NC(=S)NNC(=O)c1cccnc1
    1668, 1816
- O=C(CCC1CCCN(C(=O)c2ccc3cc[nH]c3c2)C1)NCc1ccc(F)c(F)c1 (centres undefined)
    1727, 1594
- COc1cc2cc(CN(CCO)S(=O)(=O)c3ccccc3Cl)c(=O)[nH]c2cc1OC
    1431, 1704
- CC(=O)c1cc(-c2ccccc2)n(CC(=O)Nc2ccc(C)c(C)c2)c1C
    1666, 2245
- COc1ccc(C(NC(=O)C2CCCCC2)c2c(O)ccc3ccccc23)cc1 (centres undefined)
    1534, 1798
- CCCN1CNC(=S)N(CCc2ccccc2)C1
    1482, 1670
- O=C(COC(=O)c1cnccn1)c1ccc(Cl)cc1
    1619, 1765
- O=C1c2ccc3c4c(ccc(c24)C(=O)N1c1cccc(O)c1)CC3
    1739, 2221
- COC(=O)Cc1ccc(NC(=O)C(c2ccccc2)c2ccccc2)cc1
    1443, 1701
- Cc1ccc(C(=O)N2NC(c3ccc(F)cc3)C3C(=O)N(c4ccc(C)cc4)C(=O)C32)cc1 (centres undefined)
    1516, 1694
- CCOc1cc(N2CCOCC2)c(OCC)cc1NC(=O)c1c(-c2ccccc2Cl)noc1C
    1489, 1579
- COc1ccc(NC(=O)C2CCCN2c2ccc(OC)c(OC)c2)cc1OC (centres undefined)
    1821, 2035
- Cc1ccc2cccc(OCC(=O)Nc3ccc(N4CCOCC4)cc3)c2n1
    1613, 2149
- COc1cccc(-n2c(=O)c3cc(OC)c(OC)cc3n(CC(=O)Nc3cc(C)[nH]n3)c2=O)c1
    1673, 2209

Three neighbouring compounds already listed, quoted:
Below each SMILES: SRC3 TRFRET art, SRC1 TRFRET art
- COc1ccc(NC(=O)C2CCCN2c2ccc(OC)c(OC)c2)cc1OC (centres undefined)
    1821, 2035
- Cc1ccc2cccc(OCC(=O)Nc3ccc(N4CCOCC4)cc3)c2n1
    1613, 2149
- COc1cccc(-n2c(=O)c3cc(OC)c(OC)cc3n(CC(=O)Nc3cc(C)[nH]n3)c2=O)c1
    1673, 2209

(more compounds)
Below each SMILES: SRC3 TRFRET art, SRC1 TRFRET art
- O=C(COc1ccc(Cl)cc1)N1CCN(c2ccc([N+](=O)[O-])c(N3CCOCC3)c2)CC1
    1366, 1565
- CSC1=C(C#N)C(c2cccc(Br)c2)CC(=O)N1 (centres undefined)
    1616, 1723
- O=C(NCCc1cn2ccccc2n1)c1cc(COc2ccc3ncccc3c2)on1
    1443, 1700
- COCC1CCN(Cc2nc(-c3ccc4c(c3)OCO4)no2)C1 (centres undefined)
    1614, 1667
- Cc1cccc(Cc2nnc(NC(=O)c3cccc(S(=O)(=O)N4CCOCC4)c3)s2)c1
    1507, 1710
- C#CCOCCOCCOCCNc1nc(N2CCN(C(=O)[C@H]([C@@H](C)CC)n3cc(CCCN=C(N)N)nn3)CC2)nc(N2CCN(C(=O)[C@H](CCCCN)n3cc(CCCC)nn3)CC2)n1
    1333, 1771
- COc1ccc(C(CNC(=O)COc2ccc(Br)cc2F)N2CCCC2)cc1 (centres undefined)
    1489, 1716
- CN(c1ccccc1)S(=O)(=O)c1ccc(C(=O)Nc2nnc(-c3ccco3)o2)cc1
    1692, 1882
- Cc1ccc2nc(-c3ccccn3)c(Nc3ccccc3C)n2c1
    1719, 1875
- CC(C)OCCCNC(=O)C(NS(=O)(=O)c1ccc2c(c1)c(=O)n(C)c(=O)n2C)c1ccccc1 (centres undefined)
    1550, 1936
- Cn1c2c(c(=O)n(C)c1=O)C(CC(=O)Nc1ccc(F)cc1)C(=O)N2 (centres undefined)
    1499, 1853
- COC(=O)c1ccc(-c2noc(CN3CCCCC3c3nccn3C)n2)cc1 (centres undefined)
    1546, 1869
- CC(c1ccccc1)n1c(S(=O)(=O)O)nc2ccccc21 (centres undefined)
    1625, 1751
- O=C(OCC(=O)N1CCCC1)c1ccc(NS(=O)(=O)c2cccs2)cc1O
    1510, 1839
- CCCc1[nH]nc2c1C(c1cn[nH]c1-c1ccc(F)cc1)C(C#N)=C(N)O2 (centres undefined)
    1638, 1860
- O=C(Cc1ccccc1)Nc1ccc(Br)c(Cl)c1
    1571, 1748
- Cc1nc(NC(=O)C2CC2)sc1C(=O)NC1CCCCC1
    1665, 1715
- OC1(c2ccccc2)CN(c2ccccc2)C2=[N+]1CCS2 (centres undefined)
    1530, 1885
- O=C(O)CCCC(=O)N1CCc2cc(S(=O)(=O)NCc3ccccc3)ccc21
    1390, 1525
- O=C(CSc1nnc(-c2ccc(F)cc2)c2ccccc12)Nc1cccc(Cl)c1
    3308*, 2670*
- CC(=O)Nc1ccc2c(CN3C(=O)NC(C)(c4ccc(C)cc4)C3=O)cc(=O)oc2c1 (centres undefined)
    1475, 1821
- CN(C)N1C(N)=C(C#N)C(c2cccs2)C2=C1CC(C)(C)CC2=O (centres undefined)
    1594, 1871
- O=C(NCc1cccs1)c1ccccc1[N+](=O)[O-]
    1682, 2119
- O=C(CSc1ncccn1)NC(=O)NCc1ccco1
    1495, 1777
- CN(C)C(=O)N1CCC(C(=O)NCc2ccccc2)CC1
    1472, 2080
- CC(=O)c1ccc(NC(=O)CSc2nnc(NC(=O)CN3CCOCC3)s2)cc1
    1604, 1576
- O=[N+]([O-])c1cc(/C=N/Nc2nc(N3CCCCC3)nc(N3CCCCC3)n2)ccc1O
    1635, 1828
- CCCSc1nnc(CNC(=O)C23CC4CC(CC(C4)C2)C3)n1Cc1ccccc1
    1490, 1797
- Cc1cc(-c2ccccc2)c2c(=O)[nH][nH]c2n1
    1454, 1786
- CN(C)S(=O)(=O)c1ccc(Cl)c(NC(=O)COC(=O)c2ccc(O)cc2)c1
    1452, 1980
- COC(=O)c1ccccc1NC(=S)NC(=O)c1ccccc1F
    1605, 1924
- Cn1nc(-c2ccc(C(=O)Nc3ccc(F)cc3)cc2)c2ccccc2c1=O
    1632, 1931
- c1ccc(-c2ccc(OCCCNC3CCCC3)cc2)cc1
    1377, 1767
- Cc1ccc(NC(=O)Nc2ccc(F)c(Cl)c2)cc1
    1731, 1922
- COc1ccc(C(Nc2ccccn2)c2c(NC(=O)c3ccco3)sc(C)c2C)cc1OC (centres undefined)
    1521, 1920
- CC1Cc2ccccc2N1CC(=O)NC(=O)NCc1ccccc1 (centres undefined)
    1663, 1867
- CSc1ncccc1C(=O)N1CCCC(C(=O)c2cc(F)ccc2F)C1 (centres undefined)
    1541, 1604
- CSC1=NCCN1C(=O)c1ccc(S(=O)(=O)N2CCCC2)cc1
    1374, 1657
- CCCCN(C(=O)CSc1nncn1-c1ccccc1OC)c1c(N)n(Cc2ccccc2)c(=O)[nH]c1=O
    1757, 1866
- O=c1cc(CNc2cc(C(F)(F)F)cc(C(F)(F)F)c2)nc2sccn12
    1305, 1547
- COCC1CCN(Cc2cn(C)nc2-c2cccc(Cl)c2)C1 (centres undefined)
    1609, 2062
- COc1ccc(OC)c(NC(=O)C2CCCCC2)c1
    1408, 1817
- Cc1cc(C(=O)Nc2cnc3ccccc3c2)ccc1[N+](=O)[O-]
    1546, 1947
- CCN(CC)S(=O)(=O)c1ccc(N2CCOCC2)c(NC(=O)COc2ccccc2C#N)c1
    1427, 1431
- CCOC(=O)c1cc(C(=O)NCc2ccc(Cl)cc2Cl)nn1C
    1741, 2001
- CCOC(=O)C1CCN(C(=O)c2ccccc2NC(=O)c2ccc(Cl)cc2)CC1
    1651, 1937
- CC(=O)C1=NOC(CNc2ncc(C(F)(F)F)cc2Cl)C1 (centres undefined)
    1878, 1762
- CCOC(=O)CSc1[nH]c2cc(OC)ccc2c1[N+](=O)[O-]
    1505, 1646
- CCN(CC)S(=O)(=O)c1cccc(C(=O)N[C@H](C(=O)Nc2nc3ccc(F)cc3s2)C(C)C)c1
    1418, 1853
- CCOc1ccc(C(=O)Nc2cc(S(=O)(=O)Nc3ccccc3Cl)ccc2N2CCOCC2)cc1
    1508, 2124
- CC1CC(C)CN(C(=O)c2ccc(N3CC4CC(C3)c3cccc(=O)n3C4)c([N+](=O)[O-])c2)C1 (centres undefined)
    1530, 1643
- S=C(NCCc1ccccc1)Nc1cnc2ccccc2c1
    1266, 1742
- CCC(C)(C(=O)NC1CCCC1)N(C(=O)CNC(C)=O)c1ccc(C)cc1 (centres undefined)
    1674, 1904
- O=C(COc1ccccc1)Nc1cccc(-c2nc3ccccc3[nH]2)c1
    1419, 1771
- Cc1onc(-c2ccccc2)c1C(=O)Nc1cccc(C#N)c1
    1553, 1673
- Cc1ccc(C)c(NC(=O)CSc2c(C)n[nH]c2C)c1
    1529, 1859
- Cc1cc(Cl)c(OCCCCN2CCOCC2)c(Br)c1
    1838, 1664
- Cc1nc(Nc2nc(CSc3nc4ccccc4[nH]3)cc(=O)[nH]2)nc2ccccc12
    1570, 1620
- Cc1nc(Nc2ccc(C(=O)O)cc2)nc(Nc2ccc(C(=O)O)cc2)c1[N+](=O)[O-]
    1660, 1681
- CCOc1ccc(CCNC(=O)COC(=O)c2cccc(OC)c2O)cc1OCC
    1602, 1505

(more compounds)
Below each SMILES: SRC3 TRFRET art, SRC1 TRFRET art
- CCOc1ccccc1N(CC(=O)Nc1cccnc1)S(=O)(=O)c1ccc(C)cc1
    1664, 1807
- O=C(Nc1cc([N+](=O)[O-])ccc1N1CCCC1)c1ccco1
    1625, 1615
- CC(C)(C)C(=O)OCCNc1nc(-c2ccccc2)nc2ccccc12
    1606, 1876
- COc1cccc(CNS(=O)(=O)c2ccc(S(=O)(=O)N3CCCC3)cc2)c1
    1626, 1976
- COc1ccc(OC)c(NC(=O)C2CCN(C(=O)c3cccs3)CC2)c1
    1574, 1760
- O=C(NCCc1nnc2ccc(NCC3CCCO3)nn12)c1ccccc1 (centres undefined)
    1548, 1627
- O=C1CC(C(=O)Nc2cccc(Cl)c2)n2ncnc2N1 (centres undefined)
    1507, 1559
- Cc1ccc(OCCC(=O)OCC(=O)N2c3ccccc3CC2C)cc1 (centres undefined)
    1924, 1559
- COCC(C)N=Cc1c(O)[nH]c2ccccc12 (centres undefined)
    1551, 1986
- O=C(c1ccc(Cl)c(S(=O)(=O)N2CCOCC2)c1)N1CCCCC1
    1413, 1723
- Cc1ccc(NC(=O)CSc2nnc3ccccn23)cc1
    1521, 1811
- COc1cc(CN2CCN(C(C)C)C(CCO)C2)ccc1OCc1ccccc1 (centres undefined)
    1726, 1783
- COCC(=O)n1nc(-c2ccc(C)cc2)nc1NCc1ccc(F)cc1
    1520, 1684
- COc1cc(C)c(Cc2cnc(N)nc2N)cc1OC
    1602, 1731
- O=C(CCCN1C(=O)CSc2ncccc21)N1CCN(c2cccc(C(F)(F)F)c2)CC1
    1575, 1770
- O=[N+]([O-])c1cccc(-c2n[nH]c(=S)n2-c2ccc(Br)cc2)c1
    1494, 1871
- Cc1ccc(OCCCN2C(=O)C(=O)c3cc(C)ccc32)cc1
    1629, 1834
- Cc1ccc(/C=C/C(=O)NCCCn2ccnc2)cc1
    1325, 1702
- COc1cccc(C2=NN(C(=O)c3cccs3)C(O)(C(F)(F)F)C2)c1 (centres undefined)
    1500, 1553
- O=C(CN1CCN(S(=O)(=O)c2ccc(Br)cc2)CC1)Nc1ccccc1F
    1508, 1656
- Oc1nc(-c2ccc(Cl)cc2)n2ccncc12
    2032, 1932
- CC1Cc2nc(SCC(=O)OCc3ccccc3)n(C)c(=O)c2S1 (centres undefined)
    1859, 1898
- O=C(COC(=O)c1ccc2ncsc2c1)NC(=O)c1ccccc1
    1365, 1536
- COc1ccc(S(=O)(=O)N(C)C)cc1NC(=O)CSc1nnc(-c2cccnc2)o1
    1620, 1843
- COc1ccccc1C(=O)COC(=O)c1ccccc1OCC(=O)Nc1ccc(SC(F)F)cc1
    1464, 1786
- Cc1ccc(O)c(C(=O)c2cc(C#N)c(=O)n(-c3nccs3)c2)c1
    1547, 1640
- Cc1ccc2cccc(Oc3ncnc4scc(-c5ccccc5)c34)c2n1
    1705, 1827
- O=C(c1cccs1)N1N=C(c2ccc(O)cc2)CC1c1ccccc1 (centres undefined)
    1333, 1880
- Cc1csc(NC(=O)c2cc(-c3ccco3)nc3ccccc23)n1
    1350, 1607
- O=C(CC(=O)N/N=C/c1ccccc1)NCc1ccccc1
    1750, 1854

Part of the list above in another layout:
molecule | SRC3 TRFRET art | SRC1 TRFRET art
Oc1nc(-c2ccc(Cl)cc2)n2ccncc12 | 2032 | 1932
CC1Cc2nc(SCC(=O)OCc3ccccc3)n(C)c(=O)c2S1 (centres undefined) | 1859 | 1898
O=C(COC(=O)c1ccc2ncsc2c1)NC(=O)c1ccccc1 | 1365 | 1536
COc1ccc(S(=O)(=O)N(C)C)cc1NC(=O)CSc1nnc(-c2cccnc2)o1 | 1620 | 1843
COc1ccccc1C(=O)COC(=O)c1ccccc1OCC(=O)Nc1ccc(SC(F)F)cc1 | 1464 | 1786
Cc1ccc(O)c(C(=O)c2cc(C#N)c(=O)n(-c3nccs3)c2)c1 | 1547 | 1640

Carrying on:
Below each SMILES: SRC3 TRFRET art, SRC1 TRFRET art
- CCc1ccc2c(c1)/C(=N/OC)C(=O)N2
    1691, 1700
- O=[N+]([O-])c1ccc(C(=S)N2CCC(Cc3ccccc3)CC2)cc1
    1717, 1650
- Cc1cc(C)c(/C=C(\C#N)C(N)=S)c(C)c1
    1723, 1819
- Cc1ccc(CN2C(=O)N/C(=C/c3cc(C)n(-c4ccccn4)c3C)C2=O)cc1
    1599, 1518
- O=C(Nc1cnn(Cc2ccc(F)cc2)c1)c1cc(-c2ccco2)on1
    1758, 1824
- O=C(O)/C=C\C(=O)Nc1cccc(C(=O)Nc2cccc(O)c2)c1
    1630, 1466
- COc1ccc(C(=O)/C=C/C(=O)N(CC(=O)NC2CCCCC2)Cc2ccc(F)cc2)c(O)c1
    1738, 1469
- CC1(c2ccc(OC(F)F)cc2)NC(=O)N(/N=C/c2c(O)ccc3ccccc23)C1=O (centres undefined)
    1686, 1975
- CC(C)(C)SCCNC(=O)Nc1ccccc1
    1748, 2046
